Assay outcomes: PubChem BioAssay, several laboratories
Y pestis TopoI – Yersinia pestis topoisomerase I inhibitors, primary screen, biochemical, cleavage product accumulation, plate reader, single point | DNA topoisomerase I (Yersinia pestis CO92) | Y. pestis Topo-I cleavage product accumulation | activity, % at 10 µM | hit rate 0.064% among 360,000; in the data active means activity above about 50%, passing the limit was not always enough; inconclusive means no clear call, values can overlap the other calls; further: inactives centre near 2
CCHFV vOTU inh – CCHFV vOTU protease inhibitors, primary screen, biochemical, Pep-AMC substrate, fluorescence; Crimean-Congo hemorrhagic fever virus L polyprotein viral ovarian tumor (vOTU) protease …; AID 651958, 2012; hit rate 0.55% among 370,000; inhibition, % at 11.5 µM; in the data active means inhibition above about 30%; further: 0% = vehicle wells with enzyme and 100% = no enzyme wells
PfHsp40 yeast – rescue of yeast from PfHsp40 toxicity, primary screen, S. cerevisiae, ATP luminescence; S. cerevisiae expressing PfHsp40, growth rescue; hit rate 0.68% among 340,000; growth rescue, % at 12.5 µM; in the data active means growth rescue above about 28%, passing the limit was not always enough; inconclusive means no clear call, values can overlap the other calls;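 further: yeast W303a lacking pdr1 and pdr3 grown in galactose medium; growth measured after three days at 30 °C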
BoNT F protease – BoNT/F light chain protease inhibitors, primary screen, biochemical, flow cytometry, MLPCN library; Botulinum neurotoxin type F light chain protease (Clostridium botulinum); inhibition, % at 10 µM; hit rate 0.22% among 360,000; Multiplex microsphere protease cleavage assay; in the data active means inhibition above about 35%, passing the limit was not always enough; inconclusive means no clear call, values can overlap the other calls; further: plate controls were buffer without enzyme for full effect and enzyme alone for no effect
FadD28 binding – inhibitors of FadD28 bisubstrate probe binding, primary screen, biochemical, fluorescence polarization, single point; hit rate 0.22% among 360,000; Mycobacterium tuberculosis FadD28 fatty-acid-AMP ligase; inhibition, % at 12.5 µM; AID 588549, 2011; in the data active means inhibition above about 8.5%, passing the limit was not always enough; inconclusive means no clear call, values can overlap the other calls
TcdB GH inh – TcdB glycohydrolase inhibitors, primary screen, biochemical, single point, plate reader; hit rate 0.24% among 350,000; inhibition, % at 9.99 µM; Toxin B (Clostridioides difficile), P18177; TcdB glycohydrolase enzymatic assay; in the data active means inhibition above about 10%
PrPC TRFRET – inhibitors of human cell surface prion protein PrPC, primary screen, cell-based, TR-FRET | TR-FRET read-out | inhibition, % at 13.8 µM | hit rate 0.43% among 370,000 | AID 720596, 2013; in the data active means inhibition above about 24%; further: 0% = median of the test wells and 100% = reference compound wells
BoNT-A LC inh2 – BoNT/A light chain protease inhibitors, primary screen, biochemical, flow cytometry, MLPCN library. hit rate 0.17% among 360,000. inhibition, % at 10 µM. multiplex microsphere protease substrate cleavage. Botulinum neurotoxin type A light chain protease (Clostridium botulinum A str. ATCC 3502). AID 588499, 2011; further: plate controls were buffer without enzyme for full effect and enzyme alone for no effect
Anthrax LF inh2 – Bacillus anthracis LF protease inhibitors, primary screen, biochemical, multiplex microsphere, MLPCN library | multiplex microsphere protease cleavage assay | Lethal factor (Bacillus anthracis), P15917 | hit rate 0.12% among 360,000 | inhibition, % at 10 µM | AID 588501, 2011; further: plate controls were buffer without enzyme for full effect and enzyme alone for no effect
Active calls of the source: *; ? = inconclusive; · = not tested or not shown. Unless noted, no stated cut-off is given here; in the data, active means inhibition above about 30%; inconclusive means no clear call, values can overlap the other calls; inactive means below that. Not a hit list, and some 2.3% of all compounds hit somewhere here.

SMILES	Y pestis TopoI	CCHFV vOTU inh	PfHsp40 yeast	BoNT F protease	FadD28 binding	TcdB GH inh	PrPC TRFRET	BoNT-A LC inh2	Anthrax LF inh2
CCn1c(SCC(=O)NC2CCCCC2)nc2ccccc2c1=O	2	7	0.9	6	-1.0	0.7	2	1.5	2
CC(=O)Nc1ccc(S(=O)(=O)Nc2cccc(-c3ccc4nncn4n3)c2)cc1	1	-12	1.0	-5	-3.0	0.9	-7	0.2	-1
COCCn1c(SCC(=O)NC(C)c2ccccc2)nc2ccccc21 (configuration not stated)	3	-11	-1.2	1	-2.7	-7.2	6	-1.2	0
O=C(N/N=C/c1ccc[nH]1)c1ccncc1	7	-11	0.1	-5	1.6	-1.7	-2	-0.6	-2
CC1(C)CC(NC(=O)c2cc([N+](=O)[O-])cc([N+](=O)[O-])c2)CC(C)(C)N1	-15	1	-1.6	-31	-0.3	1.1	-74	0.7	-6
COC(=O)[C@@]1(Cc2ccc(F)cc2)[C@H]2c3cc(C(=O)N4CCCC4)n(CCF)c3C[C@H]2CN1C(=O)c1ccccc1	·	3	·	-9	·	1.8	-1	-0.5	-1
C=CCOC(=O)C1=C(C)NC(C)=C(C(=O)OCC=C)C1c1ccc(O)cc1	0	-6	-0.6	-14	-6.7	·	1	-1.3	-12
CC(C)C[C@@H](CNCC(=O)[C@H](Cc1c[nH]c2ccccc12)NC(=O)c1[nH]cnc1C(=O)N[C@@H](C)CN)NC(=O)c1nc[nH]c1C(=O)N[C@@H](C)C(=O)O	9	-4	-3.4	-9	-1.2	0.6	-4	0.5	-9
c1ccc(OCc2nn3c(-c4ccccn4)nnc3s2)cc1	9	-1	1.2	-1	-0.7	·	-1	0.0	-11
COc1ccccc1CCNC(=O)C(=O)c1cn(CC(=O)N2CCOCC2)c2ccccc12	31	15	2.3	2	-4.7	-0.4	-16	0.4	-3
CCOc1ccc(Nc2cc(C)nc3ccc(C)cc23)cc1	5	12	0.1	1	-2.2	-0.2	-13	0.2	-1
COc1ccc(CNC(=O)CCNS(=O)(=O)c2cccc3nsnc23)cc1	0	8	-1.3	-21	1.4	1.2	-21	-4.7	-8
CCOC(=O)C(C)Sc1nc(-c2ccccn2)ncc1OC (configuration not stated)	6	-6	0.3	5	-5.8	2.1	5	-1.4	-3
Cc1ccc(CNC(=O)CN2C(=O)NC3(CCCC3)C2=O)cc1	4	13	0.4	3	-2.5	2.2	-5	0.3	10
Nc1nc(NCCCN2CCOCC2)nc(Nc2ccc(F)cc2)c1[N+](=O)[O-]	-6	9	1.1	2	-4.2	·	-16	0.4	-2
COc1cc2ccccc2cc1C(=O)NCC(c1cccs1)N(C)C (configuration not stated)	30	-25	0.1	-3	-2.2	1.2	-4	-0.1	2
Cc1ccc(CNC(=O)/C=C/c2ccc(S(=O)(=O)N3CCOCC3)cc2)cc1	2	-3	-0.2	4	0.0	1.0	-1	-0.7	0
O=C(O)CCc1ccc(-c2ccccc2)n1CC(=O)Nc1cccc(C(F)(F)F)c1	4	-10	-0.9	?	0.3	1.1	6	1.2	9
O=C(/C=C/c1ccccc1Cl)Nc1cccc(O)c1	1	-4	-0.2	-2	-4.0	5.1	-6	0.0	-2
O=C(O)C1CCN(C(=O)c2ccccc2C(=O)N2CCC(C(=O)O)CC2)CC1	-5	0	0.5	1	-2.2	0.0	2	-0.7	-3
Cc1cnc(C(=O)OCC(=O)Nc2cc(-c3ccccc3)nn2-c2ccccc2)cn1	3	-6	3.0	-4	-4.1	1.6	-3	1.3	1
CCOC(=O)c1sc2nc3c(SCC(=O)O)cc(C(=O)c4ccccc4O)cn3c(=O)c2c1C	7	-9	-0.9	-2	-1.5	0.8	0	0.0	-11
Cc1cc(C)n2c(SCCC(C)C)nnc2n1	5	12	-1.3	2	-1.9	·	10	-0.8	-1
COc1cccc(CC(=O)OC(C)C(=O)Nc2ccc(N3CCOCC3)cc2)c1 (configuration not stated)	-6	20	-0.3	-9	0.4	-2.3	0	-3.9	-1
C=CCNC(=O)c1cn(CC)c2cc(N3CCN(C(=O)c4ccco4)CC3)c(F)cc2c1=O	18	-35	0.6	-7	-3.0	-0.4	-2	-1.9	2
CCN(CC(=O)Nc1ccc(NC(C)=O)cc1)CC(=O)Nc1ccccc1C(=O)c1ccccc1	26	9	1.3	-1	0.4	1.5	5	0.2	-4
CC(C)(C)CC(=O)Nc1nnc(SCC(=O)NC2CCCCC2)s1	7	6	0.3	-4	1.2	-0.3	-3	-0.6	-7
COc1cc(/C=C2\SC(=S)N(CCC(=O)Nc3ccccc3O)C2=O)cc(OC)c1OC	-17	20	1.9	?	-3.3	0.4	-10	-5.7	-4
COc1ccc(C2CC(=O)c3c(O)cc(O)cc3O2)cc1O (configuration not stated)	-10	1	0.6	-7	-6.6	2.3	-3	-0.2	-4
Cc1nnsc1S(=O)c1ccc(F)cc1 (configuration not stated)	10	1	0.4	-42	-0.6	-0.2	-3	-7.6	-3
CCNC(=O)N1c2ccccc2Sc2ccccc21	-4	-8	18	-4	-1.1	0.9	-1	-0.9	-1
COc1cc(-c2nnc(COC(=O)c3cccn3C)o2)cc(OC)c1OC	16	0	0.5	-2	-1.8	1.4	-5	2.1	-3
CNC(=S)N1C2CCCC1CC(NC(=O)c1ccc(F)cc1)C2 (configuration not stated)	4	11	-0.6	?	0.2	0.6	-8	-0.8	2
Clc1ccc(CSc2ncnc3c2ncn3C2CCCCO2)cc1 (configuration not stated)	10	-4	-0.5	-9	-0.4	1.2	16	-0.2	-7
Cn1c(NCCCO)nc2ccccc21	0	-3	-1.9	-3	-2.9	·	4	0.4	2
COc1ccc(Cl)cc1NC(=O)CNc1ccc(F)cc1C	-4	-5	2.7	-5	-0.4	·	2	0.5	-2
CCc1nc2c(OCC(=O)c3ccc(Cl)cc3Cl)cccn2c1N(C=O)Cc1ccc(OC)cc1	1	13	·	-14	-2.7	1.0	5	0.4	4
CNC(=O)c1ccccc1F	1	3	-1.6	-3	-1.6	·	-3	0.6	-2
CNC(=O)c1c(NC(=O)c2ccc(S(=O)(=O)N3CC(C)OC(C)C3)cc2)sc2c1CCN(C(C)C)C2 (configuration not stated)	9	5	-0.5	-1	-4.9	-1.9	-10	-0.8	3
COc1ccc(NC(=O)COC(=O)CNC(=O)C2CCCCC2)cc1OC	-9	11	0.4	0	1.0	-1.7	-1	0.1	2
C=CCN1C(=O)c2ccccc2Sc2ccc(C(=O)NC(C)C)cc21	3	1	0.8	-9	·	0.6	2	-0.1	1
COc1ccc(NC(=O)c2ccc(NC(=O)c3ccncc3)cc2)cc1	-9	-2	-0.3	12	-0.2	0.4	2	3.5	0
O=C(c1ccco1)N1CCN(c2nc(C(F)(F)F)nc3c2nnn3Cc2ccccc2)CC1	34	-10	0.0	-7	-1.7	·	4	-3.4	-6
CCn1cc(C(=O)NCc2ccco2)c(=O)c2ccc(C)nc21	-14	-5	2.1	3	0.3	-0.7	0	4.3	-17
Fc1ccc(C2=CSC3=NCCN23)cc1	7	4	-0.1	-1	-0.4	0.8	0	-1.3	-8
Cc1ccc(C)c(-n2c3nc(=O)[nH]c(=O)c-3cc3cc([N+](=O)[O-])ccc32)c1	8	79*	-1.2	-9	1.9	-12	-16	3.9	-7
COc1ccc(C(=O)OCCc2ccc(O)cc2)cc1	-2	2	9.7	-5	0.0	6.9	10	-0.5	0
O=C(Cn1ncc2c([nH]c3ccccc32)c1=O)NCCc1ccccc1	3	-4	-0.4	4	-0.3	0.6	2	1.6	-1
Cc1ccc(N(C(=O)c2ccc(S(=O)(=O)N(C)C)cc2)C2C=CS(=O)(=O)C2)cc1 (configuration not stated)	-3	-18	-0.8	-2	-1.1	·	-6	0.4	0
NC(=O)Cn1c2[n+](c3ccccc31)CC(O)CS2 (configuration not stated)	-8	-5	-1.4	-2	-3.0	·	-4	-0.9	-2
COc1nnc(-c2ccc(C)c(S(=O)(=O)NCCO)c2)c2ccccc12	-7	-1	-0.1	-1	-3.5	·	7	-0.9	3
Cc1cc(NC(=O)C23CCC(C)(C(=O)O2)C3(C)C)no1 (configuration not stated)	-2	-5	1.3	7	-1.9	·	2	-0.5	-2
CCCn1c(C)cc(-c2csc(NC(=O)CCc3nc4ccccc4c(=O)[nH]3)n2)c1C	-8	8	-0.4	-2	-2.2	2.1	-2	7.0	3
O=C(Nc1ccccc1)C1=C(O)CC(c2ccc(Cl)cc2)N2CCN=C12 (configuration not stated)	22	17	2.8	-3	-8.1	·	9	0.1	0
Cc1cc(C(=O)Nc2cc(C)n(Cc3ccc(Cl)cc3)n2)no1	4	-4	17	3	-4.9	·	-4	1.4	0
CCC/C(=N\O)c1c[nH]c2ccccc12	1	0	0.2	-2	-2.0	·	3	-0.5	-1
COc1cccc(N2CC(C(=O)Nc3nnc(SCC(=O)N4CCCC4)s3)CC2=O)c1 (configuration not stated)	9	-4	-0.7	-2	-3.8	0.3	-4	0.1	1
Cc1cc2cc(CN(CC3CCCO3)C(=S)NCc3ccco3)c(=O)[nH]c2cc1C (configuration not stated)	-4	16	0.0	-3	-5.8	0.8	2	0.5	-2
CCn1c2ccccc2c2cc(NC(=O)c3ccccc3-c3ccccc3C(=O)O)ccc21	18	14	4.8	?	?	-4.1	8	-8.0	-18
COc1ccc(CNc2c(CO)cnc3c2cnn3C)cc1	9	-7	-0.6	-2	-1.9	1.1	-2	0.8	2

(cont.)
SMILES	Y pestis TopoI	CCHFV vOTU inh	PfHsp40 yeast	BoNT F protease	FadD28 binding	TcdB GH inh	PrPC TRFRET	BoNT-A LC inh2	Anthrax LF inh2
O=C(O)c1ccc(COc2ccccc2[N+](=O)[O-])o1	-7	-5	-0.4	-7	-2.7	0.6	2	0.2	1
CCC(=O)N1c2ccc(S(=O)(=O)N3CCN(C)CC3)cc2CC1C (configuration not stated)	-4	10	-1.5	-1	-0.4	0.7	-1	0.2	-2
COc1ccc(S(=O)(=O)N2CCCCC2)cc1	-1	-5	-1.2	-5	-2.2	·	5	-0.2	-7
O=C(O)c1oc2ccc(Br)cc2c1-n1cccc1	9	4	-0.3	-3	-2.9	·	-2	1.0	-7
COc1ccccc1NC(=O)CN(Cc1ccccc1)S(C)(=O)=O	2	-5	0.3	-8	-1.9	·	-2	-0.3	0
CCCCN(CCCC)CCNC(=O)CN1C(=O)COc2ccc(S(=O)(=O)N3CCC(C)CC3)cc21	12	-12	-1.1	0	-1.7	0.2	-9	0.3	0
CCN(CC(=O)NC1CCS(=O)(=O)C1)C(C)C(=O)Nc1ccc(F)cc1 (configuration not stated)	-4	2	0.1	-3	-1.1	-1.0	-1	0.1	2
CC(C)c1ccc(OC(=O)c2cccc(S(=O)(=O)N3CCN(C)CC3)c2)cc1	16	8	-0.3	-3	-2.3	2.0	3	-0.8	2
CCOc1ccc(-n2c(C)nc3cc(C(=O)NCCCN4CCOCC4)ccc32)cc1	8	9	0.3	-11	-0.9	·	-3	0.2	0

A different layout for some results above:
Second line of a record: Y pestis TopoI, CCHFV vOTU inh, PfHsp40 yeast, BoNT F protease, FadD28 binding, TcdB GH inh, PrPC TRFRET, BoNT-A LC inh2, Anthrax LF inh2
O=C(c1ccco1)N1CCN(c2nc(C(F)(F)F)nc3c2nnn3Cc2ccccc2)CC1
→ 34, -10, 0.0, -7, -1.7, ·, 4, -3.4, -6
NC(=O)Cn1c2[n+](c3ccccc31)CC(O)CS2 (configuration not stated)
→ -8, -5, -1.4, -2, -3.0, ·, -4, -0.9, -2
COc1ccc(NC(=O)c2ccc(NC(=O)c3ccncc3)cc2)cc1
→ -9, -2, -0.3, 12, -0.2, 0.4, 2, 3.5, 0
